ADAM17 inh – ADAM17 inhibitors, primary screen, biochemical, QFRET | Disintegrin and metalloproteinase domain-containing protein 17 (Homo sapiens), P78536 | recombinant ADAM17, EDANS/DABCYL FRET peptide cleavage | inhibition, % at 6.95 µM | hit rate 0.83% among 370,000 | AID 720648, 2013;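 active = inhibition above the mean of compounds lying between control limits plus 3 SD, set per campaign, cut at about 8.5% in these data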;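 note: 0% = DMSO-only wells as the low control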
UHRF1 binding – UHRF1 methylated DNA binding inhibitors, primary screen, counter-screen for MBD2 inhibitor project, biochemical, TR-FRET, human UHRF1, single concentration; inhibition, % at 4.4 µM; UHRF1 binding to methylated oligo; E3 ubiquitin-protein ligase UHRF1 (Homo sapiens), Q96T88; hit rate 0.75% among 370,000; AID 687016, 2013; in the data active = inhibition above about 21%;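 note: UHRF1 SRA domain binding a hemimethylated CpG hairpin DNA probe; 0% = median of test compound wells and 100% = reference inhibitor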
PLCg1 inh – PLC-gamma1 enzyme inhibitors, primary screen, biochemical, fluorescence, purified enzyme; 1-phosphatidylinositol 4,5-bisphosphate phosphodiesterase gamma-1 (Homo sapiens), P19174; fluorogenic substrate; inhibition, % at 12.2 µM; hit rate 0.84% among 370,000; AID 720700, 2013; in the data active = inhibition above about 9.5%
DDE Tn7 FP inh – inhibitors of Tn7 peptide binding to fibrin DD(E), primary screen, biochemical, fluorescence polarization, human fibrin, Tn7 probe; Fibrinogen beta chain (Homo sapiens), P02675; FP displacement of FITC-Tn7 peptide from fibrin DD(E); 0% = median of compound wells per plate; inhibition, % at 8.3 µM; hit rate 0.13% among 370,000;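 active = inhibition above the mean of compounds falling within the control limits plus 3 SD of them, cut at about 14% in these data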;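 note: 0% = plate median of compound wells and 100% = 10 µM Aha-Tn7 peptide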
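system = human fibrin DD(E) protein | quantity = DD(E) 2 µM final | medium = Tris/NaCl/CaCl2 buffer, pH 7.8 | also added = labelled Tn7 tracer, 0.1 µM | compound dosing = single point at 8.3 µM | timing = compound with protein 10 min, then 3 h after probe, room temperature | signal = FP measurement | benchmarks = Aha-Tn7 high control | repeats = one replicate per compound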
ASAP1 GAP inh – inhibitors of human ASAP1 ArfGAP activity, primary screen, biochemical, fluorescence polarization; Arf-GAP with SH3 domain, ANK repeat and PH domain-containing protein 1 (Homo sapiens), …; inhibition, % at 16.5 µM; ASAP1-stimulated ARF1 GTP hydrolysis, GDP FP detection; hit rate 0.19% among 360,000; AID 624377, 2012; in the data active = inhibition above about 25%;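 note: 0% = vehicle with enzyme and substrate and 100% = no enzyme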
Target sequence (Q9ULH1 325-724 limits assumed): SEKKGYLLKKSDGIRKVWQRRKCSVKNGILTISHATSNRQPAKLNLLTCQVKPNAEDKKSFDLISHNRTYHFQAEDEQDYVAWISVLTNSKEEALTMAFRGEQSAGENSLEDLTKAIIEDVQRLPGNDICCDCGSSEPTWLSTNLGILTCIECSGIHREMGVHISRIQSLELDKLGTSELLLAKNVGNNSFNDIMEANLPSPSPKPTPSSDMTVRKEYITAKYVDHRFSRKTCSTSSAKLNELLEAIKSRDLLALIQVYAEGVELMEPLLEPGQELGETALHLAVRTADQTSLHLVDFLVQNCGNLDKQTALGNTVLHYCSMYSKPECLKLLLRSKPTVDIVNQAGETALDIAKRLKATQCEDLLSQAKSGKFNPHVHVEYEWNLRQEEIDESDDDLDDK
PLC-beta3 inh – human PLC-beta3 inhibitors, primary screen, biochemical, fluorescence; hit rate 0.18% among 370,000; 1-phosphatidylinositol 4,5-bisphosphate phosphodiesterase beta-3 (Homo sapiens), Q01970; AID 720704, 2013; Purified PLC-beta3, fluorogenic substrate; inhibition, % at 12.2 µM; in the data active = inhibition above about 11%;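 note: 0% = median of compound wells on plate and 100% = full blocker control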
KLK7 zymogen act – proKLK7 zymogen activators, primary screen, biochemical, fluorescence intensity; AID 652039, 2013; hit rate 0.9% among 370,000; activation, % at 7 µM; purified proKLK7, EDANS-DABCYL substrate fluorescence; 100% is mature enzyme control, 0% vehicle; Kallikrein-7 (Homo sapiens), P49862;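 active = activation above the mean of all tested compounds plus 3 SD, computed per campaign excluding outliers beyond control limits, cut at about 13% in these data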
ARFGAP1 inh – inhibitors of rat ARFGAP1 GAP activity, primary screen, biochemical, fluorescence polarization, GDP tracer; ADP-ribosylation factor GTPase-activating protein 1 (Rattus norvegicus), Q62848; hit rate 0.26% among 360,000; AID 651572, 2012; Arfgap1-stimulated ARF1 GTP hydrolysis, GDP FP detection; inhibition, % at 16.5 µM;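 active = inhibition above a per-plate limit, mean inhibition of low control wells plus 3 SD, cut at about 25% in these data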;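 note: 0% = DMSO wells with enzyme and 100% = wells lacking Arfgap1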
Target sequence (Q62848 1-136 limits assumed): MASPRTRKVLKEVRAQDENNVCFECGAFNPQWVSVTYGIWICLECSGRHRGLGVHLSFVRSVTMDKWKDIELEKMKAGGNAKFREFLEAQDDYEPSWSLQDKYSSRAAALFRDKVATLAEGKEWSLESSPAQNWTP
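Material: rat Arfgap1 GAP domain (His6, aa 1-136), purified enzyme. Also added: human ARF1(Δ1-17)-GTP substrate. Compound dosing: 16.5 µM single point, 1.26% DMSO. Timing: enzyme reaction 120 min at 25 °C after 20 min preincubation. Signal: GDP detection by fluorescence polarization. Read-out basis: percent inhibition of GAP-stimulated GDP formation, scaled between DMSO and no-Arfgap1 medians.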
MBD2 DNA inh – inhibitors of MBD2 binding to methylated DNA, primary screen, biochemical, TR-FRET, DNA-binding domain, human. Methyl-CpG-binding domain protein 2 (Homo sapiens), Q9UBB5. MBD2 binding to methylated oligonucleotide. inhibition, % at 4.4 µM. hit rate 0.31% among 370,000. AID 686964, 2013; in the data active = inhibition above about 13%
Target sequence (Q9UBB5 whole entry, looked up, the tested form may be a part): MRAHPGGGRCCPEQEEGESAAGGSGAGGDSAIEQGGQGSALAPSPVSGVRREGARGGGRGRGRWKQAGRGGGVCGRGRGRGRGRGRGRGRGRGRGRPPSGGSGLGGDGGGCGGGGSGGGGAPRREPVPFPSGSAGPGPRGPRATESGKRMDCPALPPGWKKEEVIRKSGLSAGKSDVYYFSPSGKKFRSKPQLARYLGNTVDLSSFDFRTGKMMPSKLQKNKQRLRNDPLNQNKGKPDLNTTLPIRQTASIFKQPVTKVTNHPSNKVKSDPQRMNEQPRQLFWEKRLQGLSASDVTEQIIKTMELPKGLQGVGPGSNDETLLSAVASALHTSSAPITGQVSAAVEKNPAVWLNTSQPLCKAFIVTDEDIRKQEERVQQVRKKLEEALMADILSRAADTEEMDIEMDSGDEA
DDE Tn6 FP inh – inhibitors of Tn6 peptide binding to fibrin DD(E), primary screen, biochemical, fluorescence polarization, human fibrin, Tn6 probe. Fibrinogen beta chain (Homo sapiens), P02675. Fibrin DD(E) TRITC-Tn6 fluorescence polarization displacement. inhibition, % at 8.3 µM. hit rate 0.21% among 370,000. AID 720509, 2013;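 active = inhibition above a per-campaign cutoff: mean of compounds within control limits plus 3 SD, cut at about 15% in these data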;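 note: 0% = median of all compound wells on the plate and 100% = blocking peptide control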
Starred values were filed as active, the others as inactive; i = inactive. Outcome played no part in choosing rows (roughly 4.1% active in at least one column).

SMILES	ADAM17 inh	UHRF1 binding	PLCg1 inh	DDE Tn7 FP inh	ASAP1 GAP inh	PLC-beta3 inh	KLK7 zymogen act	ARFGAP1 inh	MBD2 DNA inh	DDE Tn6 FP inh
CC(C)C(NC(=O)Cc1ccccc1)C(=O)N1CCN(c2cccc(Cl)c2)CC1 (configuration not stated)	-0.6	3.0	4.9	-5.0	1.7	-6.8	-0.8	7.8	7.2	-4.1
Cc1ccccc1C1CC(c2cccs2)Nc2nnnn21 (configuration not stated)	0.5	-1.9	-2.5	2.1	-3.3	-6.4	0.2	-8.8	-2.4	2.7
O=[N+]([O-])c1ccc(CN2CC(N3CCC(c4ccccc4)CC3)CS2(=O)=O)cc1 (configuration not stated)	-4.6	-1.1	0.2	-1.3	8.0	1.7	-0.5	-6.4	5.0	-3.9
O=C(COc1ccccc1Cl)NCc1ccccc1	-6.1	-0.2	-4.5	3.3	4.5	-2.9	0.3	-11.0	-7.6	1.4
O=C(c1ccccc1)c1cccn1CC(=O)N1CCCCCC1	-2.2	-0.6	-2.0	5.3	-9.9	2.2	0.4	-6.3	4.5	0.3
Nc1c(C(=O)O)sc2nc(-c3ccccc3)cc(-c3ccc(F)cc3)c12	-15.2	-0.7	-68.9	-6.9	-4.1	-96.3	-1.4	2.5	-1.9	2.6
O=C(CN1C(=O)NC2(CCOc3ccccc32)C1=O)NCc1ccc(F)cc1 (configuration not stated)	0.3	2.6	4.4	-6.2	11.4	-0.8	0.1	-3.6	1.9	9.3
Cc1noc(C)c1-c1ccc(C(=O)NC2CCCCC2)c2occc12	-4.6	-0.9	-4.1	-4.0	-7.9	-2.4	0.1	6.9	-0.2	1.8
Cc1occc1C(=O)NCc1ccc2c(c1)OCO2	7.9	0.2	10.6*	-5.5	-0.9	4.4	-0.1	-5.0	-0.6	-2.5
COC1CCCN(C(=O)c2cccc(OC3CCN(S(C)(=O)=O)CC3)c2)C1 (configuration not stated)	-5.5	0.1	0.6	1.8	4.3	-5.9	0.1	1.2	-2.0	0.4
CC(=O)c1cccc(CN2CCN(C3CCCCC3)C(CCO)C2)c1 (configuration not stated)	-1.2	3.4	-0.1	4.3	-12.4	-9.0	-0.2	-0.9	7.8	2.0
Cc1ccc(OCc2nnc(SCC(=O)Nc3ccc4c(c3)OCCO4)n2Cc2ccco2)cc1	6.1	1.5	4.6	-5.7	-7.8	1.6	0.5	4.5	2.3	11.6
CSCCOC(=O)COc1ccc(/C=N/NC(=O)c2nn(C)cc2Cl)cc1	-1.0	0.8	-3.4	3.6	-1.7	0.8	-0.5	4.3	0.4	-6.6
Cc1noc(C)c1S(=O)(=O)NCCN1CCN(c2ccccc2)CC1	-2.6	3.4	-2.2	-3.8	11.0	-0.2	0.0	-7.6	2.3	-5.3
Cc1cc(Cl)c(S(=O)(=O)N2CC(C)OC(C)C2)cc1OCC(N)=O (configuration not stated)	-1.2	2.1	3.9	-4.1	9.5	10.1	0.2	6.0	-1.4	4.8
COC(C[C@H]1O[C@H]1[C@@H](O)[C@@H](C)OCc1ccccc1)OC	-3.2	-2.0	2.7	1.9	-3.3	4.0	0.1	1.1	3.3	-0.4
COc1ccccc1C(=O)NCC(=O)OC(C)C(=O)N(C)C1CCCCC1 (configuration not stated)	-4.4	-1.4	-0.6	5.0	-8.0	-8.1	0.9	1.9	-9.1	-5.4
O=[N+]([O-])c1cc([N+](=O)[O-])c(Oc2c(F)cc(F)cc2F)cc1NN1CCCCC1	-3.8	-3.8	0.7	-8.3	0.7	3.2	-0.3	-5.8	-2.4	3.9
COc1ccccc1C(=O)C1CCCN(C(=O)c2cccnc2SC)C1 (configuration not stated)	0.1	0.6	0.4	-0.1	-0.6	-2.7	0.2	3.2	2.0	-1.4
CCn1c(-c2ccc3ncccc3c2)n[nH]c1=S	-1.6	-1.7	2.4	1.0	5.9	2.3	-0.2	2.1	-5.2	-3.4
O=C(c1ccccc1)c1cc2ccc(O)cc2oc1=O	-4.4	-2.6	-4.5	-3.8	10.3	-11.6	0.4	-3.6	-0.5	-7.5
CN1CCN(c2nc(Nc3ccccc3)nc(N)c2[N+](=O)[O-])CC1	0.9	0.3	3.8	2.4	-13.1	1.9	-0.2	3.5	0.3	4.5
Cc1ccc(NC(=O)C2CC(=O)Nc3ncnn32)c(C)c1 (configuration not stated)	-6.6	2.3	0.5	5.9	-9.2	-7.7	-0.1	-5.2	-3.6	3.0
CC(NC(=O)c1cc2ccccc2oc1=O)c1ccc(O)cc1 (configuration not stated)	-3.4	-3.9	-2.8	2.4	9.7	-7.7	0.8	-1.4	0.9	6.4
Cc1ccccc1C(=O)N1CCN(c2ccc(N3CCOCC3)nn2)CC1	-174.4	-0.5	-470.4	2.2	1.1	i	1.9	-14.4	0.6	6.9
COc1ccc(C(=O)NCCS(=O)(=O)N2CCC3(CC2)OCCO3)cc1	-2.8	-0.7	-2.9	1.1	-7.0	-4.9	0.1	-5.8	-3.4	2.5
O=C(NCc1ccc2c(c1)OCO2)c1ccc(S(=O)(=O)N2CCOCC2)cc1	1.9	0.4	2.6	4.0	-1.4	-0.2	-0.2	-5.1	-0.2	-1.2
COc1ccc(C#Cc2ccc3c(c2)c(=O)c2ccccc2n3C)cc1	-14.4	9.6	-90.4	-0.8	12.5	-113.2	-1.8	-2.3	2.2	0.2
CCCC1SCC(C)(C)NC1=O (configuration not stated)	0.6	-1.2	4.0	5.2	-7.0	4.6	0.1	5.8	-1.3	6.3
CCOc1ccccc1N(CC(=O)Nc1ccc(OC)c(OC)c1)S(=O)(=O)c1ccccc1	-0.2	-0.5	0.0	-0.5	12.3	-2.8	-0.3	-0.1	4.4	-8.4
Cc1ccc(-c2cnc(NC(=O)CCC(=O)N3CCCCC3)n2C)cc1	3.2	-0.9	-2.1	-5.7	-1.9	3.9	-0.2	3.5	-2.7	9.1
Cc1cc(C(=O)N/N=C/c2ccco2)n[nH]1	-5.7	2.1	6.0	-1.5	-6.6	1.1	0.7	-5.3	6.1	-4.7
CCc1ccc(NC(=O)NCc2ccc3c(c2)OCO3)cc1	-2.1	0.6	-0.2	2.4	-0.5	-6.5	-0.8	6.3	0.8	1.8
CCC1(C)Cc2ccccc2-c2nc(NCCCO)n(-c3ccccc3)c(=O)c21 (configuration not stated)	i	9.4	i	3.2	3.6	i	5.1	11.2	0.9	-1.7
CC(C)N(C(=O)COC(=O)CNC(=O)c1ccc(Br)cc1)c1ccccc1	-2.1	0.0	2.2	5.1	-11.9	1.5	-0.9	-6.2	0.6	-0.9
Cc1ccc(-c2c(C)n([O-])c3c([n+]2=O)CCC3)o1	-3.0	-0.7	-10.3	-3.4	2.2	-13.3	0.6	14.5	-5.5	6.9
CN1CCC(N(C)CC(=O)Nc2ccccc2N2CCOCC2)CC1	-5.4	6.9	1.3	3.1	3.9	0.8	0.1	8.6	3.8	0.6
O=C(c1ccc(Cl)cc1)c1ccc(Oc2cc(NN3CCCCC3)c([N+](=O)[O-])cc2[N+](=O)[O-])cc1	-5.3	-1.9	0.3	-0.5	4.9	2.9	0.7	-1.1	2.2	-3.5
CN(c1ccccc1)S(=O)(=O)c1ccc(NC(=O)COc2ccccc2)cc1	6.1	-1.4	-1.2	-5.8	3.8	-8.5	0.2	1.4	-0.2	0.4
O=C(CC(C(=O)O)c1ccccc1)Nc1ccccc1 (configuration not stated)	-3.3	-0.1	1.5	2.5	6.9	5.6	0.1	2.8	3.8	6.8
CCn1c(C)c(C)c2cc(C(=O)N3CCN(c4ccccc4)CC3)ccc21	-1.5	17.3	-3.9	-4.0	-7.4	-15.5	0.2	12.2	7.3	-2.6
COc1ccc(-c2nnc(COc3ccc4ccccc4c3)o2)cc1OC	5.6	-0.9	-0.1	-4.1	-10.7	-3.5	0.5	6.4	-2.5	0.3
Cc1nc2scc(C)n2c(=O)c1S(=O)(=O)NCC1CCN(Cc2ccc(Cl)cc2)CC1	-119.5	5.5	-80.1	-7.4	0.8	-124.5	5.2	-0.7	4.1	2.7
Cc1cc(F)ccc1NC(=O)CCc1c(C)nn(-c2ccc(N3CCCCC3)nn2)c1C	4.9	4.9	-3.0	1.1	4.7	-18.3	-0.2	1.3	-0.7	-5.1
Cc1ccc(NC2=C(Cl)C(=O)OC2OC(C)C)c(C)c1 (configuration not stated)	-3.2	-5.0	2.1	10.2	-4.4	3.5	-0.9	3.1	-5.0	2.2
Cn1nnnc1SCCNS(=O)(=O)c1ccccc1	-1.5	17.6	1.2	2.1	-0.6	3.0	0.0	12.2	6.0	-3.1
CC1(C(=O)Nc2ccccc2F)CCN1C(=O)Cc1cc(F)ccc1F (configuration not stated)	-3.7	-0.5	-2.6	1.8	-8.9	1.8	-0.5	-0.9	0.8	3.1
CC(C)n1cnc2c(Nc3ccc(F)c(Cl)c3)nc(NCCO)nc21	-4.3	2.7	-3.6	3.3	3.1	-2.6	-0.4	2.3	-5.6	4.3

Molecules from the list above with a COOH group, in the order listed:
SMILES	ADAM17 inh	UHRF1 binding	PLCg1 inh	DDE Tn7 FP inh	ASAP1 GAP inh	PLC-beta3 inh	KLK7 zymogen act	ARFGAP1 inh	MBD2 DNA inh	DDE Tn6 FP inh
Nc1c(C(=O)O)sc2nc(-c3ccccc3)cc(-c3ccc(F)cc3)c12	-15.2	-0.7	-68.9	-6.9	-4.1	-96.3	-1.4	2.5	-1.9	2.6
O=C(CC(C(=O)O)c1ccccc1)Nc1ccccc1 (configuration not stated)	-3.3	-0.1	1.5	2.5	6.9	5.6	0.1	2.8	3.8	6.8

Compound activity deposited in PubChem BioAssay by The Scripps Research Institute Molecular Screening Center.
